Screening data (PubChem)
ELG1 repair inh: ELG1-dependent DNA repair inhibition; HEK293T ELG1-luciferase reporter, luminescence, 16 h; DNA damage induced by 5-fluorouridine; Potency, µM (series often up to 46.1 µM), for the others: at the top dose activity change, negative = inhibition, hits mostly inhibitors; hit rate 2.3% among 330,000; AID 504467; note: potency is the fitted concentration of half-maximal effect; % is set by controls: 0 for no effect and ±100 for the full control effect; nearly all actives have a fitted effect of over 55% in size
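Overnight (16 hr) co-exposure of 2,000 cells/well to 5-fluorouridine and compound at 37 °C preceded detection. Luciferase was quantified via ONE-Glo luminescence; loss of signal denotes inhibition.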
BCR signal inh: chronic active BCR signaling inhibition; ABC-DLBCL IkBa-CBG/CBR reporter, luminescence ratio, 4 h; Potency, µM (top dose mostly 46.1 µM), for the others: at the highest dose ratio change, negative = lower green/red ratio, actives largely listed as inhibitors; hit rate 0.05% among 340,000; active = well fitted inhibition curve with a large enough effect in the signal ratio, with a control signal flat, not every such curve was filed as active; inconclusive = small, poorly fitted or top-dose-only effect, or effect the other way, or a change in a side signal; the % refers to the signal ratio;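 note: potency is the fitted concentration of half-maximal effect; plate controls were basal doxycycline-induced cells for no effect and cells given 10 µM MG132 for full effect; MG132 reads +100%, hits lower the ratio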
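TMD8 ABC-DLBCL cells carrying doxycycline-inducible green luciferase fused to IkappaBalpha plus unfused red luciferase were exposed to compounds (up to 46 uM) for 4 hrs at 37C. Activity came from the overlap-corrected green/red luminescence ratio.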
TCR activator: T cell receptor activation. primary human leukocytes, anti-CD3, IL-2 HTRF, 48 h. Potency, µM (highest dose often 9.22 µM), for inactives: top-dose activation of IL-2 secretion, actives largely listed as activators. 330,000 tested, under 10 active; note: % of control where 0% means no effect
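IL-2 release read by HTRF sandwich (Eu cryptate donor, d2 acceptor, 665 nm emission) after 48 hr exposure of primary human leukocytes to compound together with anti-CD3 beads in the absence of co-stimulatory signals.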
S-ASM inh: blocks human secretory acid sphingomyelinase. placental ASM, HMU-PC fluorogenic substrate, 60 min. Potency, µM (highest dose often 57.5 µM), for the others: at the highest dose activity change, negative = inhibition, most hits filed as inhibitors. hit rate 0.006% among 340,000. AID 504937; note: potency is the fitted concentration of half-maximal effect
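Steps: dispense placental human ASM, pin compound, wait 10 min at room temperature, add HMU-PC0 substrate at 9 uM final, incubate 60 min at 37 °C, add stop solution raising pH to 10, read fluorescence.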
A-T KAP1 phos: potential ataxia-telangiectasia treatment. hit rate 0.19% among 320,000. […] A-T fibroblasts, KAP-1 phosphorylation AlphaLISA; neocarzinostatin DNA damage 30 min before lysis. Potency, µM (highest dose often 57.5 µM), for inactives: at the top dose activation, hits mostly activators; note: potency is the fitted concentration of half-maximal effect; % of control where 0% means no effect; nearly all actives have a fitted effect of over 45% in size
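ATM-like activity read as KAP-1 phosphorylation via AlphaLISA donor/acceptor antibody pairs after lysis and 6 hr at 25C. Cells were ATM-null patient fibroblasts ([…], hTERT), dosed 60 min, then exposed to the DSB inducer NCS for 30 min.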
Eya2 phos inh: blocks the phosphatase activity of human Eya2; O00167; Potency, µM (series often up to 76.9 µM), inactives show at the top dose activity, negative = inhibition, hits mostly inhibitors; hit rate 0.006% among 330,000; recombinant Eya2, OMFP fluorescence dephosphorylation (OMFP is methylfluorescein phosphate); note: potency is the fitted concentration of half-maximal effect; % is set by controls: 0 for no effect and ±100 for the full control effect
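Eya2 protein (added as 0.2 uM solution) was preincubated with compound for 10 min at ambient temperature in 50 mM HEPES pH 7.5, 50 mM NaCl, 5 uM MgCl2, 0.05% BSA, 1 mM DTT. OMFP (added at 50 uM) then reacted 10 min; fluorescence read at 485/525 nm.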
TSG101-PTAP inh: blocks PTAP/TSG101 interaction to inhibit HIV-1 budding; AID 493005; 340,000 tested, under 10 active; Q99816; Potency, µM (doses to about 115 µM), without a hit: at the top dose activity change, negative = inhibition, hits mostly inhibitors; Fluorescence polarization, FITC-PTAP peptide / Tsg101 binding; active = well fitted inhibition curve with a large enough effect in the main read-out, with a control signal flat, not every such curve was filed as active; inconclusive = small, poorly fitted or top-dose-only effect, or effect the other way, or a change in a side signal; inactive = no such curve, though single readings can be large or run the other way; note: potency is the fitted concentration of half-maximal effect; % of control where 0% means no effect
Target sequence (Q99816 whole entry, looked up): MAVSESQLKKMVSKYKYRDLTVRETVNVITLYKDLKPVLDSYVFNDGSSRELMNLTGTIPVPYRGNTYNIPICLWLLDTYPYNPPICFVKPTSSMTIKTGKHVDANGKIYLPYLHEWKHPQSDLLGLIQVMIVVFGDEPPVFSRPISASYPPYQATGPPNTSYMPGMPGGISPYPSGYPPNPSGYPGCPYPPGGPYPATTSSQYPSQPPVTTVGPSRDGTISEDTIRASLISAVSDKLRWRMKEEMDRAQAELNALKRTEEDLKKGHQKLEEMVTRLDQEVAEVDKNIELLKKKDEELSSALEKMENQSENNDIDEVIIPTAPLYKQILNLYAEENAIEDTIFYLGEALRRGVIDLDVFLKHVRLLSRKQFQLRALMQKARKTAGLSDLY
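Compounds were pin-transferred onto Tsg101 binding domain (10 uM final) in HEPES pH 7.5 buffer, then FITC-PTAP peptide was added at 50 nM final. After 20 min at RT, polarization reported peptide displacement across a qHTS concentration series.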
a7 integrin act: activators of alpha7 integrin expression for muscular dystrophy; alpha7betagal myoblasts, beta-gal FDG fluorescence, 48 h; Potency, µM (series often up to 38.3 µM), for inactives: top-dose activation, actives largely listed as activators; hit rate 0.064% among 350,000; AID 624291;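 note: potency is the fitted concentration of half-maximal effect; 100% = response of the positive control SU9516; nearly all actives have a fitted effect of over 60% in size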
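alpha7betagal+/- myoblasts (passage 13, 250/well) treated 48 h at 37C with compounds at 1:260 dilution of DMSO stock. Lysed, then beta-galactosidase activity read as FDG fluorescence (ex 480/em 540) after 30 min, with pre-read for autofluorescence.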
Tb PFK block: inhibitors of T. brucei phosphofructokinase | O15648 | T. brucei PFK, ADP-Glo luminescence | Potency, µM (titrated, usually from 57.5 µM), for inactives: at the highest dose activity, negative = inhibition, usual class: inhibitors | hit rate 0.17% among 330,000 | AID 485367;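 note: potency is the fitted concentration of half-maximal effect; 0% = uninhibited 1x PFK enzyme wells and -100% = no-enzyme wells; nearly all actives have a fitted effect of over 60% in size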
Target sequence (O15648 whole entry, looked up): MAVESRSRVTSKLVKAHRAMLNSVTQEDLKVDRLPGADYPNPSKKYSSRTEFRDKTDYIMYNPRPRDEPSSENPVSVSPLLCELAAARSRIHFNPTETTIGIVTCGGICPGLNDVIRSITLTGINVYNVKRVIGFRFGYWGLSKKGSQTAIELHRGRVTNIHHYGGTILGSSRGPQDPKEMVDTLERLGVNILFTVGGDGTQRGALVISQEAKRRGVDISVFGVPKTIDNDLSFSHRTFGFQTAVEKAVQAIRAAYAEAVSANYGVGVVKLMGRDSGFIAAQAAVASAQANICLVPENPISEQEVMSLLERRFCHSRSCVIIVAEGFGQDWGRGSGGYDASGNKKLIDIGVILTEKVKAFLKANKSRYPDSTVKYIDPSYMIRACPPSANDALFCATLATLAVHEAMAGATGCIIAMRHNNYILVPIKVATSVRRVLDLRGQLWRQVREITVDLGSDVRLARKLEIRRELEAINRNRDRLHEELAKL
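1.25 nM PFK with 0.5 mM F6P and 0.1 mM ATP in 0.1 M TEA pH 8.0, 5 mM MgCl2, incubated 45 min at room temperature; ADP measured by ADP-Glo luminescence; compounds titrated up to 57 uM.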
TSHR antagonist: blocks TSH signaling through the human TSH receptor | P16473 | TSHR-expressing cells, TSH-stimulated cAMP HTRF, 2 h; hits give low values | activity change, negative = inhibition, % at 11.5 µM | hit rate 0.2% among 330,000 | AID 504810;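 active = activity change below a set negative limit, meaning inhibition stronger than a set level, cut at about -70% in these data; inconclusive = activity change between two set negative limits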; note: % is set by controls: 0 for no effect and ±100 for the full control effect
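Competitive HTRF cAMP read-out (cryptate anti-cAMP antibody, cAMP-d2; 30 min, room temperature) in freshly harvested TSHR cells. Compounds added before TSH at EC80 (4nM final), followed by 2 hours' incubation at 37 deg C.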
Mito fusion act: inhibitors of mitochondrial division or activators of mitochondrial fusion | S. cerevisiae fusion-defective mutant growth rescue, CellTiterGlo 48 h | Potency, µM (titrated, usually from 46.1 µM), inactives show at the highest dose growth rescue (activation), most hits filed as activators | hit rate 0.23% among 320,000 | AID 485298;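 note: potency is the fitted concentration of half-maximal effect; % of control where 0% means no effect; nearly all actives have a fitted effect of over 45% in size; temperature-sensitive fusion mutants such as fzo1-1 at 37 °C on non-fermentable ethanol glycerol medium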
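Read-out: ATP-based luminescence (CellTiterGlo, 10 min ambient) reporting growth of fusion-defective ts yeast after 48 hours at 37C on glycerol/ethanol YPEG medium in the presence of compound.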
Numbers without * were called inactive; i = inactive; ? = inconclusive; nt = no result given; & = joins results of further samples; [ ] = remark or other dose. Unless noted, calls come from the whole dose curve; as a rule, active = well fitted curve in the direction sought with a large enough effect; inconclusive = small, poorly fitted or top-dose-only effect, or another doubt; inactive = no such curve, though single readings can be large; an effect the other way counts as inactive or inconclusive.

SMILES	ELG1 repair inh	BCR signal inh	TCR activator	S-ASM inh	A-T KAP1 phos	Eya2 phos inh	TSG101-PTAP inh	a7 integrin act	Tb PFK block	TSHR antagonist	Mito fusion act
O=C(CN1C(=O)CSc2ccc(S(=O)(=O)N3CCOCC3)cc21)NCCCN1CCCCC1	?	-1%&-3%	5%	5%	2%	-4%	-3%	-42%	0%	4	-4%
N#Cc1nc(COc2ccc(F)cc2)oc1NCCN1CCOCC1	-10%	?	5%	1%	nt	-22%	-5%	12%	0%	-5	-1%
CC(=O)Nc1ccc(S(=O)(=O)NCC(=O)NNC(=O)COc2ccccc2Cl)cc1	-9%	17%	1%	5%	10%	22%	-9%	6%	-8%	16	-6%
O=C(CN1c2cccc3cccc(c23)S1(=O)=O)NCCc1ccccc1	?	-1%	4%	15%	17%	-30%	-1%	22%	4%	-16	nt
N#C/C(=C(/O)CCl)c1nc2ccccc2[nH]1	-12%	?	nt	38%[activator]	7%	-13%	-4%	-36%	5%	-7	-9%
Cn1ncc([N+](=O)[O-])c1C(=O)Nc1ccc(-c2nc3ccccc3o2)cc1	?	-3%	6%	0%	6%	-27%	-2%	?	-3%	-10	0%
COCCN1C=C(C(=O)OC)C(c2cc(Br)c(OC)c(OC)c2)C(C(=O)OC)=C1	7%	?	3%	i	26%	-18%	-3%	3%	?	-4	4%
COc1ccc(-c2noc(N3CCC(C(=O)Nc4ccc(F)cc4F)CC3)n2)cc1	-14%	?	-72%	3%	-1%	-2%	-1%	-16%	0%	-13	-5%
CCOc1ccc(-n2c(C)nc(O)c2N=Nc2ccccc2)cc1	-13%	?	6%	-4%	8%	-11%	3%	4%	1%	18	-1%
CCc1ccc2[nH]c(=O)c(CN(Cc3ccco3)C(=S)NCC3CCCO3)cc2c1 (centres undefined)	1%	-20%	-2%	-5%	8%	-6%	0%	-33%	-1%	36	7%
Cc1ccc(S(=O)(=O)N2CCOCC2)cc1NC(=O)COC(=O)c1cc(=O)[nH]c2ccccc12	0%	3%	3%	0%	-1%	-4%	1%	-40%	-5%	-10	2%
O=C(COC(=O)c1cnc(Cl)c(Cl)c1)NC1CCCCCC1	?	-4%	1%	2%	-4%	4%	-2%	?	1%	-26	-2%
O=S(N1CCCCC1)C12CC3CC(CC(C3)C1)C2 (centres undefined)	1%	11%	-1%	7%	10%	-10%	0%	8%	-2%	16	-8%
O=C(c1ccoc1)N1CCCC(Nc2ccc(F)c(F)c2)C1 (centres undefined)	22%	1%	1%	4%	21%	-1%	-8%	37%	-3%	-6	5%
COc1ccc(-c2ccnc(SCC(=O)c3ccc(Br)cc3)n2)cc1	?	-12%	1%[46.1 µM]	-18%	-2%	-8%	1%	29%	0%	1	20%
COc1cccc(-c2ncc3ccccc3c2COC(=O)c2cccs2)c1	?	?	-3%	-4%	4%	7%	1%	-2%	-2%	-25	?
Cn1cc(Br)c(C(=O)NC2CCCCCC2)n1	?	-17%	0%	-1%	-2%	-4%	-3%	-13%	1%	21	6%
O=C(COC(=O)c1ccccn1)Nc1cc(Cl)ccc1Cl	nt	nt	0%	0%	nt	nt	-8%	4%	nt	nt	3%
OC[C@@H]1[C@@H](c2ccc(Cl)cc2)C(c2ccccc2)=NN1c1ccccc1	15%	9%	-5%[46.1 µM]	i	13%	-22%	1%	-36%	-3%	2	nt
CCOC(=O)CC(NC(=O)c1cccs1)c1ccc(OCC)cc1 (centres undefined)	?	1%	-1%	0%	-4%	7%	-10%	22%	1%	13	-5%
CCOc1ccc(C(C)C)cc1S(=O)(=O)N1CCOCC1	-16%	-4%	-12%	3%	1%	2%	-8%	2%	-1%	0	-7%
COc1ccc(OCC(=O)Nc2ccncc2)cc1	4%	0%	0%	7%	0%	-5%	-4%	?	-2%	-8	-15%
Cc1cc(OCC(=O)c2ccc(C(F)(F)F)cc2)n2cnnc2n1	-7%	7%	3%	-3%	16%	-5%	-1%	?	-5%	7	1%
CSc1nnc(N2C(=O)C(O)=C(C(=O)c3ccc(C)o3)C2c2ccc(C)cc2)s1 (centres undefined)	?	13%	6%	0%	0%	1%	-4%	-2%	-9%	-4	-2%
COc1ccccc1NC(=O)CSc1nnc(C)s1	18%	-8%	1%	2%	0%	-5%	-4%	18%	0%	-6	-4%
Cc1cc2c(c(C)c1Br)C(c1ccc3c(c1)OCO3)CC(=O)O2 (centres undefined)	-3%	?	-8%[46.1 µM]	-6%	7%	-1%	2%	1%	0%	-14	nt
CC12CC(O)C3c4ccc(O)cc4CCC3C1CC/C2=N\O (centres undefined)	25%	-9%	1%	-1%	2%	6%	-4%	20%	-1%	-8	-3%
CCC1(c2ccc(F)cc2)NC(=O)N(CC(=O)N2c3ccccc3NC(=O)C2(C)C)C1=O (centres undefined)	8%	1%	nt	2%	1%	-9%	-2%	-28%	3%	7	-2%
Cc1cc(C)c(S(=O)(=O)O)c(C)n1	0%	-2%	-4%	-2%	-7%	-3%	-3%	-14%	5%	7	-1%
COc1ccc(F)cc1S(=O)(=O)N1CCC2(CC1)OCCN2S(=O)(=O)c1cccs1	-5%	?	5%	2%	1%	8%	-4%	-36%	-1%	-5	3%
CC(=O)c1ccc(OCC(=O)OCc2cc(-c3ccco3)on2)cc1	12%	0%	2%	-3%	2%	18%	-4%	25%	-13%	4	-3%
CCN1CC(CN(C)Cc2nc(-c3ccc(C(F)(F)F)cc3)no2)CC1=O (centres undefined)	?	-8%	2%	-2%	2%	1%	-6%	6%	0%	-3	7%
Cc1cccc(C)c1OCC(=O)NCC1COc2ccccc2O1 (centres undefined)	3%	-6%	-7%	-4%	9%	-19%	-3%	10%	0%	-4	-5%
Cc1ccc(C(=O)Nc2cc(C)c(OCC(=O)N3CCOCC3)c(C)c2)cc1	?	-10%	-3%	5%	-1%	5%	-7%	12%	2%	0	1%
O=C(CN1CCC(NC(=O)Nc2ccccc2)CC1)Nc1ccccc1F	-6%	-8%	7%	-1%	-9%	9%	0%	-14%	-2%	-1	-7%
CCCCNC(=O)CSc1nc(Cc2ccccc2)nc2ccccc12	-9%	?	-4%	-2%	13%	-16%	-1%	-65%[inhibitor]	3%	19	-6%
O=C(Nc1ccc(C(F)(F)F)cc1)c1cc(-c2cccnc2)nc2ccc(Br)cc12	-21%	-1%	3%	-26%	5%	7%	-3%	-42%	2%	-7	2%
O=C(CN1C(=O)c2cccc3cccc(c23)C1=O)N1CCN(c2ccccn2)CC1	-8%	0%	0%[46.1 µM]	1%	-3%	-21%	-1%	0%	3%	13	-3%
CSCCC(NC(=O)c1cc(CC(C)C)oc1C)C(=O)O (centres undefined)	-1%	7%	-28%	5%	2%	1%	-4%	-2%	0%	4	2%
COc1ccc(NC(=O)c2ccccc2N(Cc2ccccc2)S(C)(=O)=O)cc1OC	1%	-8%	-7%	5%	-4%	4%	-9%	16%	-20%	50	12%
CN(C)c1cccc(-c2nnc(SCCCC#N)o2)c1	?	-14%	-1%	71%[activator]	-1%	-7%	-2%	20%	-9%	-6	2%
O=C(N/N=C/c1cc([N+](=O)[O-])ccc1O)c1cccc2cc[nH]c12	4.6µM*	?	4%	-2%	-9%	-14%	-1%	-31%	1%	-10	3%
O=C(O)c1ccc(NCCC2=CCCCC2)c([N+](=O)[O-])c1	1%	?	8%	0%	-7%	-6%	-7%	-16%	0%	-17	?
CCOc1ccc(NC(=O)c2ccc(CC)s2)c([N+](=O)[O-])c1	?	-2%	-1%	-3%	-2%	-11%	-1%	5%	-3%	-3	-1%
CC(C)N(Cc1ccccc1)C(=O)C1CCCN(c2ncnc3c2nc2n3CCCCC2)C1 (centres undefined)	-16%	2%	1%	0%	15%	-8%	0%	-2%	4%	-22	-4%
